WT yeast gro inh = growth inhibition of WT yeast, mitochondrial fusion screen. AID 1362. inhibition, % at 10 µM. mitochondrial fusion phenotypic screen, WT strain. actives 2.1% (n = 190,000); in the data active = inhibition above about 58%; tested in S. cerevisiae
PMI inhibitors = inhibitors of human PMI, primary screen, biochemical, fluorescence intensity, coupled assay (AID 1209); purified PMI enzyme, coupled fluorescence intensity; higher % means a stronger effect; one-dose inhibition, % at 20 µM; IC50 in µM for titrated hits; actives 0.42% (n = 190,000);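 also: plate controls were DMSO vehicle for no effect and wells lacking substrate for full effect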
PMI inhibition = human PMI inhibitors, high substrate, primary screen, biochemical, fluorescence intensity, high mannose 6-phosphate (AID 1220). recombinant PMI enzyme, coupled fluorescence intensity; higher % means a stronger effect. actives 0.66% (n = 190,000). one-dose inhibition, % at 20 µM; IC50 in µM for titrated hits
P. falciparum M17LAP = P. falciparum M17LAP inhibitors, primary screen, biochemical, fluorogenic H-Leu-NHMec substrate, 1536-well (AID 1619) | recombinant M17LAP, H-Leu-NHMec fluorogenic kinetic assay; higher % means a stronger effect | one-dose inhibition, % at 30 µM; IC50 in µM for titrated hits | actives 0.38% (n = 220,000);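 active = compound inhibiting the enzyme by more than half at any dose during confirmatory dose-response retesting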;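 also: plate controls were full reaction with DMSO carrier for no effect and no enzyme background for full effect; strong numbers were not always called active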
TNAP activators = stimulation of alkaline phosphatase TNAP activity – biochemical, luminescent, no phosphate acceptor, uHTS, primary screen (AID 1001) | one-dose activation fold at 20 µM; EC50 in µM for titrated hits | purified TNAP, luminescent activation assay, no phosphate acceptor; higher activation fold means a stronger effect | actives 0.03% (n = 200,000); in the data active = activation fold from about 3, or a potency from the dose series; inactive = the rest, 99 in 100 with activation fold below about 1.6; also: many of its hits are not listed in these tables
Yfh1-depleted yeast = enhancers of respiration in Yfh1-depleted yeast, dose response, Friedreich's ataxia, plus single-dose screen (AID 1465); S. cerevisiae Yfh1-off respiration, WST-1 reduction, 72 h; higher fold induction means a stronger effect; fold induction at 50 µM; hits with a dose series show EC50 in µM; actives 0.074% (n = 220,000);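 active = fold induction of absorbance versus untreated yeast above a set limit, then at least 30% activation at any dose in follow-up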;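 also: activators that raise dye reduction in frataxin-depleted yeast; strong numbers were not always called active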
XIAP antagonists = small molecules displacing peptide from XIAP – biochemical, IAP family, fluorescence polarization (AID 1018). XIAP BIR domain, fluorescence polarization peptide displacement; higher % means a stronger effect. displacement, % at 20 µM; hits with a dose series show IC50 in µM. actives 0.007% (n = 200,000); in the data active = displacement above about 50%; also: a part of the inactive calls stands beside numbers as strong as those of hits
P. falciparum M1AAP = P. falciparum M1AAP inhibitors, biochemical, fluorogenic H-Leu-NHMec substrate, 1536-well (AID 1445) | recombinant M1AAP, H-Leu-NHMec fluorogenic kinetic assay; higher % means a stronger effect | inhibition, % at 30 µM, or IC50 in µM where a hit was titrated | actives 0.42% (n = 220,000);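 active = primary inhibition above the hit cutoff, then over 50% inhibition at one or more dose response concentrations, cut at about 23% in these data, passing the limit was not always enough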;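 also: plate controls were DMSO full reaction for no effect and no enzyme background for full effect; strong numbers were not always called active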
LYP phosphatase = inhibitors of LYP phosphatase, biochemical, fluorescence intensity, uHTS (AID 1779) | recombinant LYP phosphatase, fluorescence intensity; higher % means a stronger effect | inhibition, % at 11.5 µM, or IC50 in µM where a hit was titrated | actives 0.054% (n = 290,000);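 also: plate controls were vehicle with enzyme for no effect and no enzyme for full effect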
WT yeast gro inh mutant strain = also measured in WT yeast gro inh; calls as there; inhibition, %; mitochondrial fusion phenotypic screen, mutant strain inhibition
* hit, by the source's call. Rule as the data show it, unless noted: active = inhibition above about 50%; inactive = the rest.

For Cc1ccc2nc(SCC(=O)Nc3ccc(F)cc3F)[nH]c2c1 the results were WT yeast gro inh 11, PMI inhibitors 20%, PMI inhibition 18%, P. falciparum M17LAP -4%, TNAP activators 1.2, Yfh1-depleted yeast inactive, XIAP antagonists -0.2%, P. falciparum M1AAP -1%, LYP phosphatase -5% and WT yeast gro inh mutant strain 21.
Screening OCC1(Cc2ccccc2)CCN(Cc2cnc(-c3ccc(Cl)cc3)nc2)CC1 returned WT yeast gro inh 27, PMI inhibitors 21%, PMI inhibition 8%, P. falciparum M17LAP -3%, TNAP activators 1.1, Yfh1-depleted yeast inactive, XIAP antagonists -4.5%, P. falciparum M1AAP 11%, LYP phosphatase 2% and WT yeast gro inh mutant strain 16.
O=[N+]([O-])c1ncn(Cc2c(Cl)cccc2Cl)n1 was read as WT yeast gro inh -17, PMI inhibitors 25%, PMI inhibition 12%, P. falciparum M17LAP -2%, TNAP activators 1, Yfh1-depleted yeast inactive, XIAP antagonists -9.2%, P. falciparum M1AAP 4%, LYP phosphatase -4% and WT yeast gro inh mutant strain 1.
Screening CC(=O)Nc1ccc(Br)c2ccccc12 returned WT yeast gro inh 2, PMI inhibitors -3%, PMI inhibition -5%, P. falciparum M17LAP 0%, TNAP activators 1, Yfh1-depleted yeast inactive, XIAP antagonists -2.5%, P. falciparum M1AAP 2%, LYP phosphatase -5% and WT yeast gro inh mutant strain 1.
Screening CC1=NN2C(=N)/C(=C\c3ccc(SCc4ccccc4)o3)C(=O)N=C2S1 returned PMI inhibition 45%, P. falciparum M17LAP -2%, TNAP activators 1, Yfh1-depleted yeast inactive, XIAP antagonists -3.8%, P. falciparum M1AAP 6% and LYP phosphatase 0%.
Screening COc1cccc(NC(=S)NCc2ccco2)c1 returned WT yeast gro inh -12, PMI inhibitors 15%, PMI inhibition 5%, P. falciparum M17LAP 5%, TNAP activators 1.1, Yfh1-depleted yeast inactive, XIAP antagonists 4.8%, P. falciparum M1AAP 4%, LYP phosphatase -2% and WT yeast gro inh mutant strain 7.
For Cc1cc(N2CCCC2)nc(SCC(=O)c2ccccc2)n1 the results were WT yeast gro inh 10, PMI inhibitors -4%, PMI inhibition -3%, P. falciparum M17LAP -6%, TNAP activators 1, Yfh1-depleted yeast inactive, XIAP antagonists -4.6%, P. falciparum M1AAP -10%, LYP phosphatase -8% and WT yeast gro inh mutant strain 1.
For CCOc1ccc(C(=O)Nc2cccc(-c3cc4ccccc4oc3=O)c2)cc1[N+](=O)[O-] the results were WT yeast gro inh 20, PMI inhibitors 2%, PMI inhibition -4%, P. falciparum M17LAP 4%, TNAP activators 1, Yfh1-depleted yeast inactive, XIAP antagonists -2.8%, P. falciparum M1AAP 8%, LYP phosphatase 1% and WT yeast gro inh mutant strain -20.
Screening CCCS(=O)(=O)N1CCN(C(=O)c2cccs2)CC1 returned WT yeast gro inh -2, PMI inhibitors -4%, PMI inhibition -4%, P. falciparum M17LAP -10%, TNAP activators 1.1, Yfh1-depleted yeast inactive, XIAP antagonists -5.8%, P. falciparum M1AAP 9%, LYP phosphatase -3% and WT yeast gro inh mutant strain 6.
For Cc1c(C(=O)N2CCOCC2)oc2c1C(=O)CC(C)(C)C2 the results were WT yeast gro inh -4, PMI inhibitors 12%, PMI inhibition 6%, P. falciparum M17LAP -12%, TNAP activators 1.2, Yfh1-depleted yeast inactive, XIAP antagonists -0.6%, P. falciparum M1AAP 12%, LYP phosphatase -9% and WT yeast gro inh mutant strain -7.
Screening COc1ccc(Br)cc1CNC(=O)CCc1nc(-c2ccccc2F)no1 returned WT yeast gro inh -3, PMI inhibitors 0%, PMI inhibition 3%, P. falciparum M17LAP -3%, TNAP activators 0.9, Yfh1-depleted yeast inactive, XIAP antagonists -3.0%, P. falciparum M1AAP 6%, LYP phosphatase 2% and WT yeast gro inh mutant strain -15.
Screening COc1cc2nc3c4ccccc4n(CC#N)c3nc2cc1OC returned WT yeast gro inh -3, PMI inhibitors -5%, PMI inhibition 0%, P. falciparum M17LAP -12%, TNAP activators 1.1, Yfh1-depleted yeast inactive, XIAP antagonists -2.6%, P. falciparum M1AAP -1%, LYP phosphatase -10% and WT yeast gro inh mutant strain 16.
Screening N#C/C(=C\c1ccc(-c2cccc(C(F)(F)F)c2)o1)C(=O)Nn1cnnc1 returned WT yeast gro inh 14, PMI inhibitors -6%, PMI inhibition -19%, P. falciparum M17LAP 3%, TNAP activators 1.2, XIAP antagonists 0.4%, P. falciparum M1AAP 2%, LYP phosphatase -2% and WT yeast gro inh mutant strain -5.
For CC[n+]1c(/C=C/Nc2ccccc2)oc2ccc(OC)cc21 the results were WT yeast gro inh 6, PMI inhibitors 16%, PMI inhibition 46%, P. falciparum M17LAP 18%, TNAP activators 1.1, Yfh1-depleted yeast inactive, XIAP antagonists 15%, P. falciparum M1AAP 12%, LYP phosphatase -4% and WT yeast gro inh mutant strain 6.
Screening COC(=O)c1ccccc1NC(=O)CSc1nc(O)c(-c2ccccc2)c(=O)[nH]1 returned WT yeast gro inh 7, PMI inhibitors -1%, PMI inhibition 1%, P. falciparum M17LAP 5%, TNAP activators 1.1, Yfh1-depleted yeast inactive, XIAP antagonists -2.6%, P. falciparum M1AAP 1%, LYP phosphatase -1% and WT yeast gro inh mutant strain 1.

Filtered by structure: those above with an NH in an aromatic ring.
For Cc1ccc2nc(SCC(=O)Nc3ccc(F)cc3F)[nH]c2c1 the results were WT yeast gro inh 11, PMI inhibitors 20%, PMI inhibition 18%, P. falciparum M17LAP -4%, TNAP activators 1.2, Yfh1-depleted yeast inactive, XIAP antagonists -0.2%, P. falciparum M1AAP -1%, LYP phosphatase -5% and WT yeast gro inh mutant strain 21.
Screening COC(=O)c1ccccc1NC(=O)CSc1nc(O)c(-c2ccccc2)c(=O)[nH]1 returned WT yeast gro inh 7, PMI inhibitors -1%, PMI inhibition 1%, P. falciparum M17LAP 5%, TNAP activators 1.1, Yfh1-depleted yeast inactive, XIAP antagonists -2.6%, P. falciparum M1AAP 1%, LYP phosphatase -1% and WT yeast gro inh mutant strain 1.

Retrieved by structure from the list above:
Screening COc1cc2nc3c4ccccc4n(CC#N)c3nc2cc1OC returned WT yeast gro inh -3, PMI inhibitors -5%, PMI inhibition 0%, P. falciparum M17LAP -12%, TNAP activators 1.1, Yfh1-depleted yeast inactive, XIAP antagonists -2.6%, P. falciparum M1AAP -1%, LYP phosphatase -10% and WT yeast gro inh mutant strain 16.
For CC[n+]1c(/C=C/Nc2ccccc2)oc2ccc(OC)cc21 the results were WT yeast gro inh 6, PMI inhibitors 16%, PMI inhibition 46%, P. falciparum M17LAP 18%, TNAP activators 1.1, Yfh1-depleted yeast inactive, XIAP antagonists 15%, P. falciparum M1AAP 12%, LYP phosphatase -4% and WT yeast gro inh mutant strain 6.

(listing goes on)
CCOC(=O)CN1C(=O)N[C@H](c2ccc(Br)cc2)C(C(C)=O)=C1C was read as WT yeast gro inh 31, PMI inhibitors -32%, PMI inhibition -37%, P. falciparum M17LAP -1%, TNAP activators 1.1, Yfh1-depleted yeast inactive, XIAP antagonists -5.1%, P. falciparum M1AAP -4%, LYP phosphatase -5% and WT yeast gro inh mutant strain 8.
`CCCNc1ncnc2c1cnn2-c1ccc(OC)cc1` gave WT yeast gro inh -16, PMI inhibitors -10%, PMI inhibition 23%, P. falciparum M17LAP 6%, TNAP activators 1.1, XIAP antagonists -4.4%, P. falciparum M1AAP 6%, LYP phosphatase -10% and WT yeast gro inh mutant strain -8.
COc1cc(CNC(=O)C2CCCN2S(=O)(=O)c2ccccc2)cc(OC)c1OC (stereo not given) was read as WT yeast gro inh -13, PMI inhibitors -3%, PMI inhibition -6%, P. falciparum M17LAP 3%, TNAP activators 1.1, Yfh1-depleted yeast inactive, XIAP antagonists -3.2%, P. falciparum M1AAP 1%, LYP phosphatase -3% and WT yeast gro inh mutant strain -4.
For CCOC(=O)N1CCC(NC(=O)C2CCN(C(=O)c3cc4sccc4n3CC)CC2)CC1 the results were P. falciparum M17LAP 2%, Yfh1-depleted yeast inactive, P. falciparum M1AAP 0% and LYP phosphatase -5%.
Screening O=S(=O)(c1ccc(OCC(O)CN2CCN(c3ccccc3Cl)CC2)cc1)N1CCOCC1 (stereo not given) returned WT yeast gro inh 10, PMI inhibitors 13%, PMI inhibition 10%, P. falciparum M17LAP -8%, TNAP activators 1.1, Yfh1-depleted yeast inactive, XIAP antagonists -7.6%, P. falciparum M1AAP 11%, LYP phosphatase -6% and WT yeast gro inh mutant strain 15.
For CCOn1c(=O)c(-c2cccc3ccccc23)[n+]([O-])c2ccccc21 the results were WT yeast gro inh -13, PMI inhibitors 4%, PMI inhibition 6%, P. falciparum M17LAP 11%, TNAP activators 1, Yfh1-depleted yeast inactive, XIAP antagonists -5.1%, P. falciparum M1AAP 5%, LYP phosphatase -9% and WT yeast gro inh mutant strain 8.
`Cc1cccc(CCNS(=O)(=O)c2ccc3c(c2)n(C)c(=O)c(=O)n3C)c1` gave WT yeast gro inh -2, PMI inhibitors -7%, PMI inhibition -3%, P. falciparum M17LAP -24%, TNAP activators 1.1, Yfh1-depleted yeast inactive, XIAP antagonists -5.0%, P. falciparum M1AAP 6%, LYP phosphatase -1% and WT yeast gro inh mutant strain -5.
For Cc1ccccc1-n1c(SCC(=O)NCc2cccs2)nc2ccccc2c1=O the results were WT yeast gro inh -12, PMI inhibitors 19%, PMI inhibition 14%, P. falciparum M17LAP 3%, TNAP activators 1.1, Yfh1-depleted yeast inactive, XIAP antagonists -7.1%, P. falciparum M1AAP 17%, LYP phosphatase -3% and WT yeast gro inh mutant strain -6.
Screening COC(=O)c1ccc(CSc2ccc3nnc(-c4ccccn4)n3n2)o1 returned WT yeast gro inh -3, PMI inhibitors 3%, PMI inhibition -3%, P. falciparum M17LAP -7%, TNAP activators 1, Yfh1-depleted yeast inactive, XIAP antagonists -2.3%, P. falciparum M1AAP 12%, LYP phosphatase 15% and WT yeast gro inh mutant strain 2.
Screening CCOC(=O)CS(=O)(=O)c1ccc(O)cc1 returned WT yeast gro inh -10, PMI inhibitors -3%, PMI inhibition 9%, P. falciparum M17LAP 4%, TNAP activators 1.1, Yfh1-depleted yeast inactive, XIAP antagonists 0.1%, P. falciparum M1AAP 0%, LYP phosphatase -1% and WT yeast gro inh mutant strain 7.
O=C1CCC/C1=C/Nc1ccc(Cl)cc1 was read as WT yeast gro inh -2, PMI inhibitors -20%, PMI inhibition -18%, P. falciparum M17LAP 7%, TNAP activators 1.2, Yfh1-depleted yeast inactive, XIAP antagonists -4.0%, P. falciparum M1AAP 6%, LYP phosphatase -2% and WT yeast gro inh mutant strain 13.
For Cc1ccc(NC(=S)N2CCN(CCN3C(=O)c4cccc5cccc(c45)C3=O)CC2)cc1 the results were WT yeast gro inh 6, PMI inhibitors 1%, PMI inhibition -6%, P. falciparum M17LAP 20%, TNAP activators 1.1, Yfh1-depleted yeast inactive, XIAP antagonists 0.5%, P. falciparum M1AAP 11%, LYP phosphatase 5% and WT yeast gro inh mutant strain -16.
COc1ccccc1NC(=S)NC1CCCCCC1 was read as WT yeast gro inh 59*, PMI inhibitors 9%, PMI inhibition 1%, P. falciparum M17LAP 3%, TNAP activators 1.1, Yfh1-depleted yeast inactive, XIAP antagonists -0.2%, P. falciparum M1AAP 1%, LYP phosphatase -2% and WT yeast gro inh mutant strain 22*.

Bioassay records deposited in PubChem BioAssay by several laboratories.
